ATG4B inhibitor: blocks human ATG4B protease cleavage of LC3 substrate. ATG4B cleavage of LC3-PLA2, NBD-HPC fluorescence, 1 h. inhibition, % at 8.33 µM. 340,000 tested, 0.51% active. Q9Y4P1; in the data active = inhibition above about 40%
Target sequence (Q9Y4P1 whole entry, looked up): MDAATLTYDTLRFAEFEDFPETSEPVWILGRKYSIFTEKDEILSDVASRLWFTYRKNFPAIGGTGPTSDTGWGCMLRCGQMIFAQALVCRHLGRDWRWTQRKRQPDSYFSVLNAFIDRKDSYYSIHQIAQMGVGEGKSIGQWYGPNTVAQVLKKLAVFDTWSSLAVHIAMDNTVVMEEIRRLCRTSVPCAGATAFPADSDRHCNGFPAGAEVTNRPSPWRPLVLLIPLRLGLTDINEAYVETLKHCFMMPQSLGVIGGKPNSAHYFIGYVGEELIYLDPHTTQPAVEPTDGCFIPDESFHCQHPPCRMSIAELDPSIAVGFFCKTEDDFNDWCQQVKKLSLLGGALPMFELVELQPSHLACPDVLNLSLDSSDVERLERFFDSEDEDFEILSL
hIAP inh: human IAP inhibition; P09923; purified IAP, CDP-Star luminescence, 30 min; inhibition, % at 10 µM; 330,000 tested, 0.12% active; AID 2544;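 active = inhibition reaching a set limit with compound at 10 µM in the primary screen, cut at about 35% in these data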;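 also: plate controls were DMSO wells with enzyme for no effect and no-enzyme buffer wells for full effect; values of inactives mirror those of a sister screen read the other way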
hIAP activ: human IAP activation; P09923; purified human IAP, CDP-Star luminescence, 30 min; active compounds read high; 1 = vehicle-only enzyme, 0 = enzyme-free background; activation factor at 10 µM; 330,000 tested, 0.16% active;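 active = activation factor of the enzyme at least 2-fold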; also: the source names both 10 and 20 µM as test concentration; values of inactives mirror those of a sister screen read the other way
MIN6 prolif: MIN6 beta-cell proliferation induction. 330,000 tested, 0.29% active. AID 2380. proliferation, % at 10 µM. MIN6 cells proliferation, ATPlite luminescence, 48 h; cells starved in 0.2% serum; 100% = growth in 10% serum;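 active = compounds whose signal lies at least 3.5 SD above the mean of all wells on their plate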;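 also: 0% = DMSO-treated cells in low-serum medium and 100% = 10% serum control; some compounds called inactive have numbers as strong as hits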
A3G deaminase: inhibitors of human APOBEC3G DNA deaminase | recombinant A3G, ssDNA deamination FAM/TAMRA fluorescence | inhibition, % at 20 µM | AID 493012 | 330,000 tested, 0.28% active;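 active = inhibition of at least 40% at 20 µM, with no more than 30% in the related APOBEC3A deaminase screen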;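 also: plate controls were DMSO wells with A3G for no effect and wells lacking A3G enzyme for full effect; some compounds called inactive have numbers as strong as hits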
Target sequence (Q9HC16 whole entry, looked up): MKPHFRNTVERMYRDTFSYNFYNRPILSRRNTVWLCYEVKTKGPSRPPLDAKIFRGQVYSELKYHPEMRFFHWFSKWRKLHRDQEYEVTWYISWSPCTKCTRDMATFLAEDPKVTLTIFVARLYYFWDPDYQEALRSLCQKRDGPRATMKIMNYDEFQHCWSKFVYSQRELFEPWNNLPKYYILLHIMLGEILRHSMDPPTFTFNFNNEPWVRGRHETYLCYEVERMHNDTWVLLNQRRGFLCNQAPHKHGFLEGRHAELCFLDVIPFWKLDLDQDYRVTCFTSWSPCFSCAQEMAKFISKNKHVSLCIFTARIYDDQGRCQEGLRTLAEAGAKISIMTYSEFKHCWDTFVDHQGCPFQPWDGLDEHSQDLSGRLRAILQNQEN
MPTP inh: inhibitors of mitochondrial permeability transition pore; inhibition, % at 10 µM; AID 602449; 360,000 tested, 1.4% active; isolated mouse mitochondria, Ca2+ swelling absorbance, 30 min;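 active = inhibition of 50% or more, scaled per plate between neutral and stimulator controls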;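 also: 0% = DMSO wells given calcium and 100% = 1 mM EGTA wells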
mIAP block: blocks mouse intestinal alkaline phosphatase | purified mouse IAP, CDP-Star luminescence, 30 min | inhibition, % at 10 µM | 330,000 tested, 0.2% active | AID 2806;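 active = inhibition of at least 40% at 10 µM in the primary screen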;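 also: plate controls were DMSO with enzyme for no effect and no enzyme wells for full effect; values of inactives mirror those of a sister screen read the other way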
APOBEC3A inh: blocks human APOBEC3A ssDNA deamination; P31941; recombinant A3A, FAM/TAMRA ssDNA deamination fluorescence; inhibition, % at 20 µM; 330,000 tested, 0.41% active;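 active = at least 40% inhibition at 20 µM here, with at most 30% in a related deaminase screen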;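 also: plate controls were A3A with DMSO for no effect and wells lacking A3A enzyme for full effect; some results filed as inactive read as strong as hits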
Target sequence (P31941 whole entry, looked up): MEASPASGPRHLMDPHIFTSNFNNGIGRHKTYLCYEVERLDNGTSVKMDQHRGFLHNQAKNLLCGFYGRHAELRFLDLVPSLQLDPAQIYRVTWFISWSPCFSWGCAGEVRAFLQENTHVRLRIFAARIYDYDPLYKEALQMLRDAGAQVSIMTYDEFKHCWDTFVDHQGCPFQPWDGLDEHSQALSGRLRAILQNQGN
mIAP activ: mouse IAP activation. 330,000 tested, 0.24% active. AID 2805. muIAP, CDP-Star luminescence, 30 min; active compounds read high; 1 = vehicle-only enzyme signal, 0 = enzyme-free wells. activation factor at 10 µM;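 active = activation factor of at least 2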; also: the source names both 10 and 20 µM as test concentration; values of inactives mirror those of a sister screen read the other way
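System: mouse IAP enzyme. Reagent: CDP-Star chemiluminescent phosphatase substrate. Benchmarks: DMSO wells, no-enzyme wells. Times: 30 min enzyme-substrate-compound incubation at room temperature. Detection: luminescence from enzymatic CDP-Star hydrolysis. Doses: test compounds delivered from DMSO solution.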
* marks the source's active call; other numbers are inactive results; nt = not tested or not shown.

SMILES | ATG4B inhibitor | hIAP inh | hIAP activ | MIN6 prolif | A3G deaminase | MPTP inh | mIAP block | APOBEC3A inh | mIAP activ
O=C(COC(=O)Cc1ccc(S(=O)(=O)N2CCOCC2)s1)Nc1ccc(F)cc1F | -16 | -5 | 1.1 | -2 | -8 | -3.4 | -3 | -3 | 1
CCN(CC)CCn1c2c(c(SCC(=O)Nc3cc(C)ccc3C)nc1=O)CCC2 | -8 | 0 | 1 | 3 | -8 | -1.2 | 6 | -2 | 0.94
CSc1ccccc1NC(=O)c1ccco1 | -3 | -12 | 1.1 | -1 | -3 | 0.9 | 2 | -3 | 0.98
O=C(O)C[C@H]1c2cc(C(F)(F)F)ccc2S(=O)(=O)N1C1CCCC1 | -5 | -2 | 1 | -3 | -10 | 0.3 | -3 | -4 | 1
CCOc1cc2[nH]c(=O)n(CCCN3CCN(c4ccc(OC)cc4)CC3)c(=O)c2cc1OCC | -4 | -1 | 1 | -1 | -11 | -0.4 | 2 | 2 | 0.98
COc1ccc(CNC(=O)c2[nH]c(C)c(C(C)=O)c2C)cc1 | -20 | 8 | 0.92 | 0 | -9 | 0.3 | -8 | -3 | 1.1
Clc1cccc(N2CCN(c3nnnn3-c3ccccc3)CC2)c1 | -8 | -10 | 1.1 | -2 | -5 | -0.7 | 3 | 0 | 0.97
CCOC(=O)c1ccc(NC(=O)c2nc(S(=O)(=O)Cc3ccccc3)ncc2Cl)cc1 | -9 | -33 | 1.3 | -7 | -2 | -5.4 | -1 | -1 | 1
O=C(COC(=O)/C=C/c1ccc([N+](=O)[O-])cc1)NCc1ccccc1 | -1 | -5 | 1 | 0 | -7 | -0.8 | 26 | -1 | 0.74
Cc1ccc(C)c(-c2nnc(NC(=O)c3ccc([N+](=O)[O-])o3)o2)c1 | 3 | -2 | 1 | -6 | 7 | 0.2 | 0 | 5 | 1
O=C(c1ccc(F)cc1)N1CCCCC(Sc2nnnn2-c2ccccc2)C1=O (configuration not stated) | -7 | -29 | 1.3 | -2 | -10 | 0.2 | 7 | 1 | 0.93
NC(N)=NS(=O)(=O)c1ccc(NC(=S)NC(=O)/C=C/c2cccs2)cc1 | 1 | 4 | 0.96 | 2 | -7 | 0.3 | 6 | -2 | 0.94
C=CCOc1ccc(CNc2ccc(NC(=O)CC(C)C)cc2)cc1OC | 2 | 7 | 0.93 | 0 | -4 | 2.9 | -4 | -2 | 1
CC1=NN(C(N)=S)C(=O)C1N=Nc1ccccc1C (configuration not stated) | 10 | -6 | 1.1 | -4 | -1 | -5.0 | 5 | -1 | 0.95
COc1ccc(OC)c(CCNC(=O)Cn2ccc3cc(S(=O)(=O)N4CCCC4)ccc32)c1 | -5 | -14 | 1.1 | -4 | -6 | 0.4 | -5 | -4 | 1.1
O=C(Nc1nnc(-c2ccco2)o1)C1CC1 | 0 | -4 | 1 | -1 | -1 | 0.1 | 17 | 6 | 0.83
COCCCNc1ncnc2nc[nH]c12 | -5 | 11 | 0.89 | 0 | -4 | 0.0 | 9 | 1 | 0.91
O=C(c1ccc(F)cc1F)N1CCCC(c2nc(-c3cccs3)no2)C1 (configuration not stated) | -4 | -26 | 1.3 | 3 | -6 | -1.2 | -10 | -2 | 1.1
Cc1ccc(Oc2ncccc2C(=O)NC2CCSC2=O)cc1 (configuration not stated) | 10 | -8 | 1.1 | -1 | -5 | -1.7 | 0 | -5 | 1
Cn1c(=NC(=O)C2CCCCC2)sc2cc([N+](=O)[O-])ccc21 | -1 | 18 | 0.82 | 1 | -2 | -1.1 | -3 | 2 | 1
O=C(/C=C/c1cccs1)NCc1cccs1 | -1 | 12 | 0.88 | -1 | -5 | 1.1 | 7 | 0 | 0.93
CCN(CC)S(=O)(=O)c1ccc(OC)c(NC(=S)Nc2cc(C)ccc2C)c1 | nt | -1 | 1 | 0 | 2 | nt | 4 | -3 | 0.96
CCOC(=O)c1cc(NC(=O)N(C)C2CCCCC2)c(C)nc1C | -8 | 14 | 0.86 | 0 | 0 | -0.5 | 2 | -5 | 0.98
CCOC(=O)Cn1c(N)c(C(=O)OC)sc1=S | 0 | -11 | 1.1 | -2 | -6 | -2.8 | 4 | -5 | 0.96
Cc1ccc2nc(-c3ccc(Br)o3)oc(=O)c2c1 | 27 | -2 | 1 | -2 | -7 | -0.5 | 10 | 1 | 0.91
Cc1ccc(C(=O)NNC(=O)CCC(=O)NCc2ccccc2)cc1Br | -9 | -121 | 2.2* | -1 | -6 | 0.1 | 11 | -2 | 0.89
COC(=O)c1cc(NC(=O)c2ccccc2)c(=O)oc1C | 1 | -15 | 1.2 | 2 | -8 | -0.1 | 5 | -3 | 0.95
Cn1c(=O)[nH]c(=O)c2c1nc(CN1CCOCC1)n2CCCO | 5 | 14 | 0.86 | -4 | -1 | -2.2 | 1 | 3 | 0.99
NC1=NC(=O)C(Cc2ccccc2)S1 (configuration not stated) | -3 | -2 | 1 | -1 | -6 | 1.1 | 5 | -1 | 0.95
CC(=O)Nc1ccc(NC(=O)C2C3CCC(C3)C2C(=O)O)cc1 (configuration not stated) | 0 | 8 | 0.92 | -2 | -5 | 0.1 | -8 | -1 | 1.1
CC(C)Nc1ncnc2c1cnn2Cc1ccccc1Cl | 3 | -9 | 1.1 | 0 | -7 | -0.1 | -5 | -4 | 1.1
CSc1ccc(S(=O)(=O)NCCSc2ccccn2)cc1 | -8 | -3 | 1 | 2 | 5 | 0.5 | -9 | -1 | 1.1
O=C(Cn1cnc2c(NCc3ccccc3)ncnc21)NCc1ccccn1 | -4 | nt | nt | nt | 2 | -2.2 | -7 | 5 | 1.1
O=C(CN(c1ccc(Cl)cc1)S(=O)(=O)c1ccc(Cl)c([N+](=O)[O-])c1)NCCc1ccc(F)cc1 | -2 | 8 | 0.92 | -6 | -11 | 37 | 7 | 1 | 0.93
Cn1c(SCc2nc3ccccc3s2)nnc1-c1ccc2c(c1)OCO2 | -12 | 17 | 0.83 | -3 | -7 | 2.2 | 2 | -3 | 0.98
COc1ccc(C2CCCN2C(=S)Nc2cccc(C)c2C)cc1OC (configuration not stated) | 18 | -1 | 1 | 4 | 0 | 1.2 | -4 | 1 | 1
COC(=O)c1cn(Cc2ccccc2C)nn1 | 2 | -5 | 1 | 3 | -4 | 0.8 | 15 | -6 | 0.85
CC(=O)N(C)c1ccc(NC(=O)C(Sc2ccccc2)c2ccccc2)cc1 (configuration not stated) | -7 | -20 | 1.2 | 2 | -2 | -0.8 | -45 | -2 | 1.5
COc1ccccc1N(CC(=O)N1CCN(c2ccccc2)CC1)S(=O)(=O)c1ccc(C)cc1 | -3 | -26 | 1.3 | -2 | -6 | -0.9 | 2 | -7 | 0.97
Cc1ccc(-n2cc(C(=O)c3ccccc3O)cn2)cc1 | -3 | 11 | 0.89 | -2 | -4 | 1.0 | 6 | -3 | 0.94
CC(=O)c1c(O)cc(C)n(Nc2nc(C)cc(C)n2)c1=O | 3 | -18 | 1.2 | -3 | -3 | 2.3 | 2 | -4 | 0.98
CS(=O)(=O)c1ccc(-c2sc3cc4c(cc3c2C(=O)NN2CCOCC2)OCO4)cc1 | 6 | 8 | 0.92 | -4 | -7 | -2.6 | -13 | -2 | 1.1
Cc1ccc(S(=O)(=O)NCc2ccco2)c(C)c1C | 2 | 1 | 0.99 | -1 | 1 | 0.0 | -1 | 3 | 1
Cc1cc(C)c(N=Cc2c(O)n(-c3nccs3)c(=O)c3ccccc23)c(C)c1 | 24 | 6 | 0.94 | 0 | -7 | 1.2 | 8 | -3 | 0.92
Cc1cc(C(=O)Nc2ccccc2C(=O)O)c(C)o1 | 4 | 12 | 0.88 | 5 | -8 | 0.7 | -6 | -2 | 1.1
O=C(C1CCCCC1)N1CCCC(c2nc(-c3ccc(F)cc3)no2)C1 (configuration not stated) | -4 | 12 | 0.89 | 0 | -8 | -0.8 | -2 | -6 | 1
CN(CC(=O)NCc1ccc(F)cc1)S(=O)(=O)c1cccc2nsnc12 | -11 | -8 | 1.1 | 0 | -5 | -0.3 | -1 | -2 | 1
Cc1ccc(OCCCC(=O)Nc2ccc(N3CCOCC3)cc2)cc1 | -15 | -6 | 1.1 | -1 | 1 | -1.4 | -6 | 1 | 1.1
COCCn1c(SCC(=O)NCC2CCCO2)nc2c(c1=O)SC(C)C2 (configuration not stated) | 3 | -2 | 1 | -2 | 1 | -1.2 | 13 | -2 | 0.87
CCN(CC)S(=O)(=O)c1ccc(Cl)c(NC(=O)COc2ccc(OC)cc2)c1 | 5 | -9 | 1.1 | -4 | -5 | 0.7 | -10 | -3 | 1.1
CC1CCN(C(=O)COC(=O)c2cccc(NS(=O)(=O)c3ccccc3)c2)CC1 | -3 | 0 | 1 | -3 | -5 | 0.3 | -2 | -1 | 1
O=C(N/N=C/c1ccccc1)c1ccc(-c2ccccc2)cc1 | -1 | 10 | 0.9 | -2 | -2 | -1.9 | 4 | -4 | 0.96
O=[N+]([O-])c1ccc(/C=N/NC(=S)Nc2ccc(Cl)cc2Cl)s1 | -7 | 10 | 0.9 | -6 | -3 | 52* | 14 | -5 | 0.86
COc1ccc(S(=O)(=O)N2CCCC(C(=O)Nc3cccc(C(C)=O)c3)C2)cc1 (configuration not stated) | -4 | -14 | 1.1 | -2 | -5 | 0.8 | 0 | -3 | 0.99
NC(=O)C1CCN(C(=O)c2cnn(-c3ccccc3)c2NC(=O)c2ccco2)CC1 | -3 | 18 | 0.82 | 1 | -5 | -0.4 | 0 | -1 | 0.99
Cc1nn(Cc2noc(C(=O)NCCc3ccccn3)n2)c(C)c1Br | 5 | 0 | 1 | 1 | 9 | -1.9 | -2 | 4 | 1
CC(/C=N/NC(=O)c1cccc(F)c1)=C\c1ccccc1 | 5 | -5 | 1.1 | -5 | -6 | 0.5 | 0 | 4 | 1
CC1CCCCN1C(=O)CN1C(=O)NC2(CCCCC2C)C1=O (configuration not stated) | -4 | 6 | 0.94 | 2 | -9 | -1.8 | -6 | -1 | 1.1
C=CCOC(=O)C1=C[C@H](c2ccc(Br)cc2)C[C@H](OCc2ccc(CO)cc2)O1 | -4 | 5 | 0.95 | -6 | -3 | -1.7 | -3 | 0 | 1
Cc1ccc(Sc2ccc(NC(=O)CCl)cc2)cc1C | 13 | 10 | 0.9 | -6 | -4 | 52* | -14 | -1 | 1.1

Part of the list above, with values under each structure.
Results follow in this order: ATG4B inhibitor, hIAP inh, hIAP activ, MIN6 prolif, A3G deaminase, MPTP inh, mIAP block, APOBEC3A inh, mIAP activ
> CCOc1cc2[nH]c(=O)n(CCCN3CCN(c4ccc(OC)cc4)CC3)c(=O)c2cc1OCC
  -4, -1, 1, -1, -11, -0.4, 2, 2, 0.98
> COc1ccc(CNC(=O)c2[nH]c(C)c(C(C)=O)c2C)cc1
  -20, 8, 0.92, 0, -9, 0.3, -8, -3, 1.1

(listing goes on)
SMILES | ATG4B inhibitor | hIAP inh | hIAP activ | MIN6 prolif | A3G deaminase | MPTP inh | mIAP block | APOBEC3A inh | mIAP activ
O=C(O)CCNC(=O)c1ccc(N=Nc2ccc(O)c(C(=O)O)c2)cc1 | nt | 17 | 0.83 | -4 | -6 | nt | 16 | -2 | 0.84
O=C(c1cccnc1)N1CCN(C(=O)c2ccccc2F)CC1 | -2 | 9 | 0.91 | -2 | 1 | -1.9 | -12 | 4 | 1.1
Cc1c(Cl)cccc1N=c1c([N+](=O)[O-])nn(-c2ccccc2)n1O | 2 | 17 | 0.83 | 1 | -5 | -0.3 | 3 | 1 | 0.97
CCOC(=O)c1cc(=O)n(-c2ccc(Cl)cc2C)[nH]1 | -5 | 5 | 0.95 | 0 | -1 | -2.2 | 2 | 0 | 0.98

Assay outcomes deposited in PubChem BioAssay by Sanford-Burnham Center for Chemical Genomics.
